NCI-60 one-dose screen, 48 h, at 10 µM unless noted. Numbers give growth in % (100 = growth as untreated, 0 = no growth, -100 = all killed).
BT-549 = BT-549 breast cancer. 4.4% of 78,000 active
SK-MEL-2 = SK-MEL-2 melanoma; 4.7% of 77,000 active; AID 1794763
MALME-3M = MALME-3M melanoma | 5.8% of 78,000 active
UACC-257 = UACC-257 melanoma; 4.4% of 78,000 active; AID 1794764
HS 578T = HS 578T breast cancer. 4.1% of 78,000 active
SK-MEL-28 = SK-MEL-28 melanoma; AID 1794761; 4.1% of 81,000 active
T-47D = T-47D breast cancer | 5% of 79,000 active
UACC-62 = UACC-62 melanoma | 5.4% of 81,000 active
Starred values were filed as active, the others as inactive; . = not tested or not shown. Rule for the calls: active = growth percent below 10; inactive = the rest.

SMILES	BT-549	SK-MEL-2	MALME-3M	UACC-257	HS 578T	SK-MEL-28	T-47D	UACC-62
O=C(Cc1nc2ccc([N+](=O)[O-])cc2nc1CC(=O)c1ccccc1)c1ccccc1	37	103	47	87	52	65	.	53
C#Cc1ccc(NC(=O)c2ccc(/C=C/C(=O)c3nccn3C)cc2)c(F)c1	40	103	90	65	51	84	15	30
CS(=O)(=O)OC1CCC(OS(C)(=O)=O)C1 (centres undefined)	110	110	102	105	101	107	95	96
O=C(n1ccc2cc(OS(=O)(=O)c3ccc(F)cc3)ccc21)C12CC3CC(CC(C3)C1)C2	86	95	79	94	89	93	86	75
O=C1c2cccc3c(N4CCOCC4)ccc(c23)C(=O)N1c1nc2ccccc2s1	99	.	82	91	.	106	114	76
Brc1cn2ccnc2c(-c2ccc3c(c2)ncn3C2CCCCC2)n1	94	99	112	109	97	113	75	84
Nc1ccc(C(=O)c2ccc(N)cc2)cc1	131	115	119	118	96	126	110	102
O=C(OCC(O)C(O)C(O)C(O)COC(=O)c1ccccc1)c1ccccc1 (centres undefined)	119	96	92	100	102	114	.	95
O=C1COc2cc(O)ccc21	112	112	115	98	.	118	100	109
[O-][n+]1c2ccccc2nc2ccccc21	102	110	.	114	105	129	108	106
O=C(CSc1nc2ccccc2c(=O)n1-c1ccccc1)c1cc2cc(Cl)cc(Cl)c2oc1=O	102	95	109	74	98	108	91	85
O=S(=O)(NCCCNc1nccc(-c2c(-c3cccc(F)c3)nc3sccn23)n1)c1ccccc1	71	65	82	87	90	83	14	27
O=C1Nc2ccccc2C1(c1c[nH]c2ccccc12)c1c[nH]c2ccccc12	-18*	88	82	95	-18*	108	-21*	70
Nc1ccccc1Cn1c(=O)[nH]c2cnc(Nc3ccc(OCCN4CCCCC4)cc3)nc21	103	116	99	116	82	114	87	101
O=C(/C=C/c1ccco1)c1ccccc1O	96	108	121	112	120	111	78	103
Nc1nc2c(c3ncccc13)C(c1cccc(Cl)c1)Cc1ncccc1-2 (centres undefined)	39	25	68	64	31	64	30	22
O=C(CCl)c1ccc2c(c1)CCCC2	84	80	81	98	95	105	88	98
CCCOCC(O)CN1CCN(c2ccccc2)CC1 (centres undefined)	95	97	109	107	101	112	105	108
CC1(C)CC[C@]23CC[C@]4(C)[C@H](CC[C@@H]5[C@@]6(C)C/C(=C\O)C(=O)C(C)(C)[C@@H]6CC[C@]54C)[C@H]2[C@H]1OC3=O	117	106	99	113	113	108	96	96
Nc1ncncc1-c1ccccc1	98	97	102	103	100	112	96	102
COC1=C(N(C)C)C(=O)c2ccccc2C1=O	107	108	107	114	97	130	101	111
O=C1CCCC2=C1C(c1c[nH]c3ccc(Br)cc13)Cc1cc(Br)ccc1N2 (centres undefined)	39	25	49	80	20	54	21	10
O=C(Nc1c2ccccc2nc2ccccc12)c1ccccc1CN1C(=O)c2ccccc2C1=O	76	43	31	38	21	57	33	59
CC1(C)c2ccccc2C(=O)C1(Br)Cc1ccccc1 (centres undefined)	105	103	121	99	84	96	61	78
O=C(CNC(=O)Cn1c(=O)[nH]c2ccccc2c1=O)N=Nc1c(O)[nH]c2ccccc12	101	107	92	115	100	103	105	96
Cc1ccc(C2=NN(c3nc(-c4cc5ccccc5oc4=O)cs3)C(c3ccc(C)cc3)C2)cc1 (centres undefined)	120	104	92	112	101	123	92	91
O=C1O[C@H]2[C@@H](I)[C@H]3C[C@H]2[C@H]1[C@H]3c1ccccc1	98	109	92	95	101	103	92	100
C[C@@H]1CC[C@@]2(OC1)O[C@H]1C[C@H]3[C@@H]4CC=C5c6sc(Nc7ccccn7)nc6CC[C@]5(C)[C@H]4CC[C@]3(C)[C@H]1[C@@H]2C	118	114	97	108	97	96	90	82
COc1ccc(C2CC(c3ccccc3)=NN2c2nc(-c3ccco3)c(C#N)c(=O)[nH]2)cc1 (centres undefined)	105	95	90	96	105	111	81	83
O=C(NN1C(=O)CSC1c1ccc(Cl)cc1)c1cccnc1 (centres undefined)	102	109	89	112	.	.	102	125
Nc1[nH]n2cc(-c3ccccc3)nc2c1N=Nc1ccc(S(N)(=O)=O)cc1	59	32	26	69	5.1*	45	43	31
CC1(c2ccc(Cl)cc2)OC(=O)C(=Cc2ccc([N+](=O)[O-])s2)C(=O)O1 (centres undefined)	95	.	100	81	112	104	98	107
O=C1c2ccccc2C(=O)c2c1ccc1c(=O)n(-c3ccccc3C(F)(F)F)nnc21	53	56	-51*	-24*	73	64	16	-35*
CCOC(OCC)C(=O)N1CCCCC1	107	104	112	101	.	101	99	100
COc1ccc(NC(=O)Cn2c(=O)sc3c(-c4ccc(Cl)cc4)cc(-c4ccc(Cl)cc4)nc32)cc1	88	107	112	115	108	103	80	86
O=C1OCC2=C1C(c1ccccc1)c1cc3c(cc1N2CCO)OCO3 (centres undefined)	44	15	50	58	23	51	1.2*	29
O=C(/C=C/c1ccccc1)c1ccccc1O	71	99	97	92	95	94	63	86
Nc1cccc(S(=O)(=O)Nc2ccccc2)c1	113	.	86	.	134	271	99	100
COC(=O)c1oc2c(F)c(-c3ccc(C)cc3)c(-c3ccccc3)c(-c3ccccc3)c2c1N	80	101	107	114	98	102	73	66
CCC1(CC)SC(N)=NC1=O	.	103	114	100	119	111	99	106

A second format for part of the listing above:
smiles,BT-549,SK-MEL-2,MALME-3M,UACC-257,HS 578T,SK-MEL-28,T-47D,UACC-62
O=C1Nc2ccccc2C1(c1c[nH]c2ccccc12)c1c[nH]c2ccccc12,-18*,88,82,95,-18*,108,-21*,70
CS(=O)(=O)OC1CCC(OS(C)(=O)=O)C1 (centres undefined),110,110,102,105,101,107,95,96
CCOC(OCC)C(=O)N1CCCCC1,107,104,112,101,.,101,99,100

Going on with the list.
SMILES	BT-549	SK-MEL-2	MALME-3M	UACC-257	HS 578T	SK-MEL-28	T-47D	UACC-62
Cn1ccnc1C(=O)/C=C/c1ccc(CC(=O)Nc2ccc(Br)cc2)cc1	12	.	76	79	.	92	4.4*	33
COc1c(/C=N/N=c2sc(C(=O)c3cc4ccccc4o3)nn2-c2ccc(C)cc2)c(O)cc2oc(C)cc(=O)c12	110	118	111	113	94	116	102	95
CC1CN(C(=O)c2sc3ccccc3c2Cl)CC(C)O1 (centres undefined)	99	107	116	103	98	99	83	94
C=C(C)[C@@H]1CC[C@]2(C(=O)N3CCNCC3)CC[C@]3(C)[C@H](CC[C@@H]4[C@@]5(C)CCCNC(C)(C)[C@@H]5CC[C@]43C)[C@@H]12	101	105	97	102	93	93	85	83
CCN(CC)CCOc1ccc(C(=O)/C=C\c2ccc(Cl)cc2Cl)cc1	32	81	42	3.7*	66	32	30	-35*
C[N+](C)(C)CCOP(=O)(O)OP(=O)([O-])OCC1CCC(n2ccc(N)nc2=O)O1 (centres undefined)	105	110	.	103	100	108	114	103
COc1ccc(C2=NN(C(C)=O)C(c3ccc(OCc4ccccc4)c(OC)c3)C2)cc1OC (centres undefined)	.	95	96	102	95	114	60	63
CCOC(=O)c1sc(Nc2nc(O)c(C3=c4cc(Cl)ccc4=NC3=O)s2)nc1C	99	103	88	102	114	111	131	92
Cc1ccc(-c2nc(C#N)c(N3CCN(S(C)(=O)=O)CC3)o2)cc1	84	.	93	115	109	99	93	87
Oc1ccc(-c2nn(-c3ccccc3)cc2-c2nc3ccccc3o2)cc1	96	139	114	111	101	122	93	101
CCOc1ccccc1/C=C1\SC(=S)N(CC)C1=O	106	102	100	102	.	122	65	76
N=c1c(S(=O)(=O)c2ccccc2)cc2c(=O)n3ccccc3nc2n1C1CCCCC1	92	111	127	117	102	115	100	92
C[N+]1(CC2CO2)CCCCCC1 (centres undefined)	116	118	96	99	114	104	116	102
O=C(Cn1[nH]c(=O)c2ccccc2c1=O)OCc1csc(-c2ccccc2)n1	.	101	110	110	94	116	91	88
Nc1nc(N)c2nc(CNc3ccc(C(=O)CC(CCC(=O)O)C(=O)O)cc3)cnc2n1 (centres undefined)	63	-6.7*	111	.	82	69	50	27
COc1ccc(-c2cc(-c3cccc4ccccc34)n3c(n2)nc2ccccc23)cc1OC	35	98	17	61	46	51	19	20
CCOC(=O)c1sc(/N=C2\NC(=O)/C(=C/c3ccc(F)cc3)S2)nc1C	91	95	84	92	87	98	86	76
COc1cc2[nH]c(=O)c3c4cccnc4cn3c2cc1OC	117	111	140	105	93	111	92	95
N#Cc1ccccc1-c1ccc(Cn2c(-c3cscn3)nc3ccc(Cl)cc32)cc1	86	84	95	100	97	104	74	80
COc1ccc(/C=C2\N=C3N(NC4(CCCc5ccccc54)N3c3ccccc3)C2=O)cc1 (centres undefined)	94	108	93	108	99	117	.	95
CC(C)c1cc(-c2nc3ccccc3[nH]2)no1	109	99	107	98	101	108	97	92
Nc1cc2c(cc1Br)-c1cc(Cl)ccc1C2=O	121	100	107	103	99	106	92	96
COc1ccc(/C=C/C(=O)c2ccc(Nc3ccnc4cc(Cl)ccc34)cc2)cc1	101	64	142	102	106	118	83	92
O=C(N/N=C/c1ccc(/C=N/NC(=O)c2cc(O)c(O)c(O)c2)cc1)c1cc(O)c(O)c(O)c1	98	.	101	96	102	114	93	100
CC1(C)OCC([C@H]2O[P@](=O)(c3ccccc3)[C@@H](Nc3ccc4ccccc4c3)[C@H]3OC(C)(C)O[C@H]32)O1 (some centres undefined)	96	105	98	80	86	115	84	91
Cc1cc(C)c(O)c(CNCCCNCc2cc(C)cc(C)c2O)c1	.	88	-66*	4.9*	11	62	67	13
CCCCCCSc1nnc(-c2c(C)nc3ccc(Cl)cn23)o1	98	93	94	95	97	100	77	77
CC(=O)OC[C@@]12CC[C@]3(C)[C@H](CC[C@@H]4[C@@]5(C)CC=C(OC(C)=O)C(C)(C)[C@@H]5CC[C@]43C)[C@H]1[C@@H](C)C(C)=C(/C(C)=N/O)C2	81	104	81	94	98	101	65	58
COc1ccc(-c2nc3sccn3c2-c2ccnc(NCCCNS(=O)(=O)c3ccc(F)cc3)n2)cc1	10	-0.5*	13	26	32	11	-13*	-34*
COc1cc[n+]([O-])cc1[N+](=O)[O-]	101	102	175	109	114	114	87	98
CN1CCN(CC2C(=O)C3CCC2C3)CC1 (centres undefined)	109	93	105	93	104	107	99	98
O=C(O)C/C1=C/CCCCCC1	92	110	99	87	91	104	.	88
CC(=O)n1nc(C(=O)OCC(C)(C)C)c2ccccc21	98	99	103	110	107	112	85	89
C(=N\C(/N=C/c1ccco1)c1ccco1)/c1ccco1	110	113	135	105	108	116	101	89
O=C1c2ccccc2NC(c2cn(-c3ccccc3)nc2-c2ccc(F)cc2)N1Cc1ccccc1 (centres undefined)	81	57	99	91	81	98	58	.
Cc1cc(NC(=O)C2c3ccccc3C(=O)N(CC(C)C)C2c2cccs2)no1 (centres undefined)	-4.5*	51	-62*	-8.8*	68	-87*	24	-84*
COc1ccc2c(c1)CC[C@@H]1[C@@H]2CC[C@]2(C)[C@H](O)[C@H](O)C[C@@H]12	.	112	109	105	126	114	92	100
FC(F)(F)c1cc2c(Cl)ncnc2n1CCC1CCOCC1	-41*	-91*	79	38	-42*	-0.4*	67	-35*
ClC(Cl)=C(Cl)c1ccccc1	104	92	78	.	95	105	84	112
CCCCCCCCCCCC(c1ccccc1)[N+](C)(C)C (centres undefined)	-36*	-20*	5.3*	20	.	32	2.3*	6.2*
C[C@@H]1NC(=O)[C@H](Cc2ccccc2)N(Cc2cccnc2)C1=O	73	97	101	92	94	112	95	93
COc1ccc(Cc2nn(CC(=O)N/N=C/c3ccc(F)cc3)c(=O)c3c(C)noc23)cc1	43	70	-0.9*	54	23	36	-14*	44
N#C/C(=C\c1ccc2ccccc2n1)c1cc2ccccc2[nH]1	92	102	93	93	86	99	74	73
COC(=O)C(=CC(Br)C(Br)c1ccccc1)C(=O)OC (centres undefined)	104	111	110	87	115	110	.	92
O=C1C=C(Nc2cccc(C(=O)O)c2)c2ccccc2C1=O	107	105	107	96	110	.	89	96
Fc1ccc(Cc2nnc(SC3CCCC3)n2CCCc2cnc[nH]2)cc1	157	108	110	106	107	141	92	105
N=C(N)c1ccc(-c2ccc(/C=C/c3ccccc3)s2)cc1	94	102	61	105	57	81	38	86
C/C=C\C=C\C(=O)OCCC	93	113	99	97	113	111	101	102
CCN(CC)S(=O)(=O)c1cc(C(=O)Nc2sc3c(c2C(N)=O)CCC3)ccc1C	99	77	104	.	123	114	71	60

Part of the list above in another layout.
Under each structure: BT-549, SK-MEL-2, MALME-3M, UACC-257, HS 578T, SK-MEL-28, T-47D, UACC-62
- O=C1C=C(Nc2cccc(C(=O)O)c2)c2ccccc2C1=O
→ 107, 105, 107, 96, 110, ., 89, 96
- Fc1ccc(Cc2nnc(SC3CCCC3)n2CCCc2cnc[nH]2)cc1
→ 157, 108, 110, 106, 107, 141, 92, 105
- N=C(N)c1ccc(-c2ccc(/C=C/c3ccccc3)s2)cc1
→ 94, 102, 61, 105, 57, 81, 38, 86
- C/C=C\C=C\C(=O)OCCC
→ 93, 113, 99, 97, 113, 111, 101, 102

As entered above.
HS 578T with `C/C=C\C=C\C(=O)OCCC` stands at 113
UACC-62 with `CCN(CC)S(=O)(=O)c1cc(C(=O)Nc2sc3c(c2C(N)=O)CCC3)ccc1C` stands at 60
BT-549 with `COc1ccc(Cc2nn(CC(=O)N/N=C/c3ccc(F)cc3)c(=O)c3c(C)noc23)cc1` stands at 43
UACC-62 with `N=C(N)c1ccc(-c2ccc(/C=C/c3ccccc3)s2)cc1` stands at 86

Bioassay records deposited in PubChem by NCI.
